# Compound activity as filed in PubChem BioAssay.
# LEDGF integ inh = blocks HIV-1 LEDGF/p75-dependent DNA integration | inhibition, % at 3.7 µM | TR-FRET IN-LEDGF/p75 DNA integration, Eu/Cy5 | 370,000 compounds, 0.64% hits;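 active means inhibition above the screen-wide mean plus 3 SD, cut at about 13% in these data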;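 further: signal is the Cy5 over europium emission ratio at 671 and 618 nm; 0% = plate median of compound wells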
# Rev-erbA mod = Rev-erb alpha (human) modulation; P20393; Rev-erbα–FITC-DNA binding, fluorescence polarization, 90 min; activity, % at 10 µM; 370,000 compounds, 0.79% hits; AID 1259318;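 active means activity above about 14%, limit read from the data; passing the limit was not always enough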;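 further: 0% = DMSO wells with 35 nM protein and 100% = DMSO wells with 750 nM protein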
# TDP2 inh = TDP2 (human) inhibition, absorbance primary screen | O95551 | recombinant TDP2, T5PNP hydrolysis, p-nitrophenol absorbance 415 nm | inhibition, % at 12.8 µM | 370,000 compounds, 0.34% hits | AID 720702;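 active means inhibition above the mean of all tested compounds plus 3 SD, set per campaign, cut at about 25% in these data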;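 further: 0% = DMSO with enzyme and 100% = buffer with substrate but no TDP2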
# Target sequence (O95551 whole entry, looked up): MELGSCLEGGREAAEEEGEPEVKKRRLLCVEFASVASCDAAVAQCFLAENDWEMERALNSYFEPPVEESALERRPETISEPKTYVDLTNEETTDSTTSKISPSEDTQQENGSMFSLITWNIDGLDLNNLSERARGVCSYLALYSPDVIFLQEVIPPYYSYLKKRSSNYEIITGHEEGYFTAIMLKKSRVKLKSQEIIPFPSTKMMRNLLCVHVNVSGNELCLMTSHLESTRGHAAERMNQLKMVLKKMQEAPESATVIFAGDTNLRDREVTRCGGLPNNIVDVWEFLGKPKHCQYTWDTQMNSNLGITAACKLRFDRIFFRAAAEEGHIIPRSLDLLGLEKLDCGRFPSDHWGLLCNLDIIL
#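 Read-out basis: percent inhibition. System: recombinant human TDP2. Buffer or medium: Mg2+-containing Tris-HCl buffer, pH 7.5. Repeats: single replicate. Timing: reaction 2 h, 37 °C. Benchmarks: high control without enzyme, low control DMSO plus TDP2. Probe or stimulus: 5 mM T5PNP. Doses: 12.8 µM only. Measured by: epi absorbance of p-nitrophenol freed from T5PNP by hydrolysis.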
# SIAE primary = human SIAE inhibition, primary screen; 370,000 compounds, 0.69% hits; SIAE FP-Rh probe binding, fluorescence polarization; inhibition, % at 9.66 µM;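 active means inhibition above a cutoff: mean of compounds within the control limits plus 3 SD of those, cut at about 17% in these data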;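 further: 0% = plate median of compound wells and 100% = probe without SIAE protein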
# Target sequence (Q9HAT2 whole entry, looked up): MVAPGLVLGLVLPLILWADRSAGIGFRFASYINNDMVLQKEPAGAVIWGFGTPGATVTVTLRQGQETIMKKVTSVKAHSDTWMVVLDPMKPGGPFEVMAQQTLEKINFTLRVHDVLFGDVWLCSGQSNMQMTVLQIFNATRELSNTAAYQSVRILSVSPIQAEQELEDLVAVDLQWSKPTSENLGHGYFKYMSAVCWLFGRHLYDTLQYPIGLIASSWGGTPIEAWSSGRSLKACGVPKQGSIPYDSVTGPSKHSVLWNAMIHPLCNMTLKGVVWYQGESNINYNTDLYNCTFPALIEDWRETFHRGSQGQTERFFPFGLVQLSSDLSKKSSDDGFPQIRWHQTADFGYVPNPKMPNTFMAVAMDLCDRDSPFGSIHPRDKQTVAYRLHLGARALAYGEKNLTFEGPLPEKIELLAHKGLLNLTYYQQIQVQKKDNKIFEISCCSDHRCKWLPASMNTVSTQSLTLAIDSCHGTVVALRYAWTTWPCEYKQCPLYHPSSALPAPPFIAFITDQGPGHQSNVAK
# TCR CD3 inh = human TCR-CD3 binding inhibition. TAMRA-labeled TCR probe fluorescence, biochemical. inhibition, % at 9.4 µM. AID 651800. 360,000 compounds, 0.37% hits; in the data active means inhibition above about 19%;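 further: recombinant mutant TCR 2C K166C tagged with TAMRA read by polarization; 0% = receptor in buffer alone and 100% = receptor with positive control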
# PG9 Ab binder = PG9 antibody binding by small molecule | 360,000 compounds, 0.43% hits | TR-FRET gp120-PG9 antibody binding | inhibition, % at 6.7 µM; in the data active means inhibition above about 8.5%
# PRMT1 inh = inhibitors of human PRMT1. recombinant PRMT1, activity-based probe fluorescence polarization. inhibition, % at 2.79 µM. 370,000 compounds, 1.3% hits. AID 652257;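 active means inhibition above about 21% made by adding two undisclosed values, limit read from the data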
# HTRA1 inhibitor = HTRA1 (human) protease inhibition. Q92743. recombinant HTRA1, FP-rhodamine activity-based probe, fluorescence polarization. inhibition, % at 5.96 µM. 340,000 compounds, 0.5% hits. AID 504803; in the data active means inhibition above about 36%;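 further: 0% = enzyme with DMSO and 100% = wells lacking enzyme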
# rCAG binder = binds r(CAG) RNA repeats; 370,000 compounds, 1.3% hits; inhibition, % at 3 µM; r(CAG) RNA repeat, TO-PRO-1 dye displacement fluorescence; AID 651821;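 active means inhibition above the plate cutoff, the mean of all test compounds on that plate plus 3 SD, cut at about 35% in these data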;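 further: 0% = DMSO alone and 100% = 100 µM mitoxantrone as full dye displacement; higher means more dye released from RNA so lower well fluorescence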
# ABHD4 inh = inhibits mouse alpha/beta hydrolase domain 4. inhibition, % at 8.92 µM. purified mABHD4, FP-Rh probe fluorescence polarization. Q8VD66. 370,000 compounds, 0.54% hits;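 active means inhibition exceeding the mean over every tested compound plus 3 SD, cut at about 30% in these data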;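 further: 0% = plate median of compound wells and 100% = S159A mutant with DMSO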
#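 Assay system: Wild-type mouse ABHD4 protein | Medium: HEPES pH 7.0 buffer, 150 mM NaCl, 0.01% Pluronic F-127 | Incubation: Enzyme–compound pre-incubation 45 min, then probe 60 min, both 25 °C | Technique: Fluorescence polarization with parallel and perpendicular emission, 525/598 nm | Evaluation: % inhibition of FP-Rh probe binding versus controls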
# The depositor's hits bear a star; nt = no result given. Some of the compounds tested (hit frequency here may not be typical).
cpd	Molecule	LEDGF integ inh	Rev-erbA mod	TDP2 inh	SIAE primary	TCR CD3 inh
1	O=C(COC(=O)c1ccc(Br)cc1)NC(=O)NCc1ccccc1	0	2	-7	-4	2
2	CN(C)S(=O)(=O)c1ccc(Cl)c(NC(=O)COC(=O)CC(NC(N)=O)c2ccc(Cl)cc2)c1 (configuration not stated)	-2	-2	-13	7	3
3	O=C1CCCc2[nH]c3cccc(/C(=C/c4ccccc4)c4ccccc4)c3c21	1	1	-4	-12	0
4	CCOC(=O)c1ccc(CNC(=O)C2CCCCC2C(=O)OCC(F)(F)F)o1 (configuration not stated)	-1	-7	-7	-1	3
5	COc1ccccc1-c1cc(NC(C)=O)c2ncc(-c3ccc(S(C)(=O)=O)cc3)n2c1	-1	-5	-14	3	9
6	CCOC(=O)c1c(C)[nH]c(C(=O)COC(=O)COc2ccc(OC)cc2)c1C	3	-2	12	1	1
7	CCOc1ccc([C@@H]2CC=C(C(=O)O)[C@H](c3ccc(F)cc3)N2S(=O)(=O)c2ccc(C)cc2)cc1	1	0	4	-4	-6
8	O=C(O)c1cn(-c2ccc(F)cc2)c(=O)c2ccccc12	0	1	8	0	3
9	COC(=O)c1nn(-c2cccc(C(F)(F)F)c2)ccc1=O	0	-4	-13	0	0
10	O=C(c1cccs1)N1C[C@@H](O)[C@H](n2cc(C3CC3)nn2)C[C@@H]1c1ccccc1	-2	-11	1	3	-1

cpd	PG9 Ab binder	PRMT1 inh	HTRA1 inhibitor	rCAG binder	ABHD4 inh
1	2.9	-2	10	4	0
2	-2.2	-7	1	0	-1
3	-2.3	0	-40	7	-18
4	-3.1	2	-2	1	0
5	-2.0	1	nt	9	4
6	35*	-2	1	4	-3
7	0.7	1	-13	52*	5
8	-0.1	-2	0	-1	2
9	-1.8	-2	1	-2	2
10	0.5	-1	-2	3	0

# (further entries)
cpd	Molecule	LEDGF integ inh	Rev-erbA mod	TDP2 inh	SIAE primary	TCR CD3 inh
11	CCCCc1nnn2c1C1c3cc(Br)ccc3CCN1C(=O)C2 (configuration not stated)	4	5	-7	-1	6
12	COc1c(Cl)cc(C(=O)Nc2ccccc2-c2ccccc2)cc1Cl	3	2	-2	-10	3
13	Nc1ncc(Br)cc1S(=O)(=O)NCCC(=O)Nc1cccc(Cl)c1	3	-3	-4	-1	9
14	Cc1ccc(N2CCN(S(=O)(=O)N(C)C)CC2)c(C)c1	1	-7	14	6	10
15	COc1ccc(OC)c(S(=O)(=O)NC2CCCCC2)c1	3	-4	-17	-7	-8
16	O=C(NNC(=S)NC(=O)C12CC3CC(CC(C3)C1)C2)c1ccncc1	-5	-3	2	2	0
17	Oc1cc2ccccc2cc1-c1n[nH]c(=S)n1Cc1ccco1	2	-1	6	7	1
18	CN1C(=O)CC(N2CCN(c3ccc(Cl)c(Cl)c3)CC2)C1=O (configuration not stated)	0	1	0	-3	1
19	Cc1ccc(NC(=O)CSc2nc3[nH]ncc3c(=O)[nH]2)cc1	5	1	-3	-4	5
20	CN(C(=O)c1cncc(Br)c1)c1c(N)n(Cc2ccccc2)c(=O)[nH]c1=O	2	2	9	-2	6

cpd	PG9 Ab binder	PRMT1 inh	HTRA1 inhibitor	rCAG binder	ABHD4 inh
11	-1.6	-2	nt	0	-4
12	-1.0	-3	-28	-1	-22
13	-2.1	-2	-23	11	-8
14	-0.1	-1	-2	-1	-5
15	0.2	5	7	-2	-8
16	-1.3	-2	12	9	16
17	-0.1	6	2	16	-8
18	-0.6	0	-1	-4	8
19	-0.8	-1	1	4	-1
20	-0.2	-1	0	0	3

# Remaining list, next part:
cpd	Molecule	LEDGF integ inh	Rev-erbA mod	TDP2 inh	SIAE primary	TCR CD3 inh
21	COC(=O)[C@]12CCCCC=C1N(CCc1ccc(OC)c(OC)c1)C(=O)[C@H](CC(=O)NCc1cccs1)C2	-6	7	6	2	6
22	CCc1ccc(C2CC(c3cccc(Cl)c3)n3nc(N)nc3N2)cc1 (configuration not stated)	2	6	-3	-8	5
23	Cc1ccc2c(COn3nnc4ccc(S(=O)(=O)N(C)C)cc43)cc(=O)oc2c1C	3	nt	9	3	5
24	O=C(CNc1cccc2ccccc12)N/N=C/c1ccc[nH]1	3	-3	-8	3	1
25	Cc1cccc(S(=O)(=O)N[C@@H]2CC[C@@H](CCNS(=O)(=O)c3ccccc3F)O[C@@H]2CO)c1	5	0	4	1	0
26	O=C(COC(=O)c1ccc(F)cc1)NCCCc1ccccc1	-3	1	-11	-3	5
27	CCOC(=O)C(NC(=O)CC(C)C)(Nc1sc(C)c(CC)c1C#N)C(F)(F)F (configuration not stated)	0	-2	9	0	4
28	C=CCOC(=O)C1=C(C)NC(=O)NC1c1ccc(N(C)C)cc1 (configuration not stated)	-2	3	-10	-3	3
29	COC(=O)c1ccc(C2C(Oc3ccc(OC)cc3)C(=O)N2CCc2ccc(F)cc2)cc1 (configuration not stated)	1	-2	-5	-3	5
30	COc1ccc(/C=C/C(=O)OCC(=O)NC2CCS(=O)(=O)C2)cc1 (configuration not stated)	-4	0	1	-4	1

cpd	PG9 Ab binder	PRMT1 inh	HTRA1 inhibitor	rCAG binder	ABHD4 inh
21	1.2	2	nt	0	6
22	-1.1	-4	-15	9	1
23	0.8	-3	nt	-1	3
24	-3.2	2	28	8	29
25	0.4	-2	nt	3	-1
26	-2.9	-1	0	-6	4
27	-0.8	-2	2	-6	-8
28	-1.4	1	4	-5	5
29	-1.1	0	0	-1	-3
30	-1.0	-2	2	0	-4

# The list goes on.
cpd	Molecule	LEDGF integ inh	Rev-erbA mod	TDP2 inh	SIAE primary	TCR CD3 inh
31	Cc1ccc(Nc2cccc(C(F)(F)F)c2)nn1	0	-1	10	0	4
32	CC1(C)Oc2ccc(C(=O)NC3CCCC3)cc2N(CC(=O)NC2CCCCC2)C1=O	0	-4	10	0	-9
33	O=C(C(c1ccccc1)N1CCOCC1)N1CCOCC1 (configuration not stated)	-2	-4	-6	-1	4
34	O=C(CCCSc1nc2ccccc2s1)NCc1ccc2c(c1)OCO2	-1	1	2	4	2
35	Cc1c(C(=O)N2CCOCC2)oc2ccc(S(=O)(=O)N3CCCCCC3)cc12	-4	-3	0	3	2
36	COc1cc(/C=C2\SC(=O)N(CC(=O)Nc3ccccc3F)C2=O)cc(Cl)c1O	-8	1	-3	1	-5
37	COc1cc(/C=N/NC(N)=O)ccc1OCC(=O)Nc1ccc(C)c(C)c1	4	-1	7	0	2
38	COCCOC(=O)c1c(NC(=O)CN2CCc3ccccc32)sc(C(N)=O)c1C	7	-11	-17	-2	-9
39	O=C1C(Cl)=C(N2CCCCCC2)C(=O)N1c1ccc(Cl)cc1	-3	-3	-1	-3	-3
40	Cc1ccc(C(=O)NCC(=O)NCc2ccccc2F)s1	3	-9	10	2	1

cpd	PG9 Ab binder	PRMT1 inh	HTRA1 inhibitor	rCAG binder	ABHD4 inh
31	-0.9	-3	1	1	5
32	1.3	-3	3	-4	0
33	-1.2	3	-8	-1	-3
34	-1.7	1	-20	2	-9
35	1.8	2	3	-3	6
36	3.9	-1	6	7	2
37	-1.8	-3	-6	-1	0
38	-0.8	-4	-3	13	-2
39	-1.1	11	-22	5	3
40	-0.6	-1	-2	0	-1

# (list continues)
cpd	Molecule	LEDGF integ inh	Rev-erbA mod	TDP2 inh	SIAE primary	TCR CD3 inh
41	O=C(Oc1ccccc1Cl)c1ccc(N2CCOCC2)c([N+](=O)[O-])c1	-1	-2	4	-2	6
42	Cc1cccc2cc(CN(Cc3cccnc3)C(=O)c3ccccc3F)c(Cl)nc12	3	1	6	0	-2
43	O=c1c(-c2ccc3c(c2)OCCO3)coc2cc(OC3OC(CO)C(O)C(O)C3O)ccc12 (configuration not stated)	-3	-3	-7	-2	7
44	CC1=C(C)/C(=N\OC(=O)/C=C/c2ccccc2)C=CC1=O	-6	-3	7	6	6
45	CCOc1ccc(N/C(=N/c2nc(C)cc(C)n2)NC(=O)CC)cc1	-1	0	-7	2	0
46	COc1ccc(CCCc2nnc(SCc3nc4ccccc4c(=O)[nH]3)n2C)c(C)c1	-2	0	7	-2	1
47	O=C(Nc1ccc2c(c1)C(=O)NC2=O)c1ccc(S(=O)(=O)N2CCCC2)cc1	-3	4	2	-18	1
48	Cc1ccccc1C(=O)N1CCC(C(=O)NN2C(=O)NC3(CCCCC3)C2=O)CC1	-4	-3	12	5	-4
49	COc1c(O)cnn(-c2ccccc2)c1=O	-14	-3	-11	0	-7
50	CC(C)C(=O)N1CCN(c2ccc(NC(=O)c3ccc(Br)o3)cc2)CC1	0	-3	2	2	11
51	O=C(CN1CCCCC1)NNC(=O)c1ccc([N+](=O)[O-])cc1	-4	-3	-5	-3	-9
52	Cc1ccc(C)c(NC(=O)Cn2nnc(-c3ccc(N4CCOCC4)cc3)n2)c1	1	4	-11	5	1

cpd	PG9 Ab binder	PRMT1 inh	HTRA1 inhibitor	rCAG binder	ABHD4 inh
41	0.3	-1	-6	-2	2
42	0.2	0	-15	0	5
43	-1.4	-3	-1	-1	0
44	-2.4	1	7	-2	7
45	-1.9	-2	3	3	1
46	-0.1	0	3	-4	3
47	4.3	-1	-5	9	1
48	2.1	0	0	-1	3
49	0.4	9	8	-1	2
50	-0.6	0	3	0	9
51	1.0	3	-4	0	0
52	-0.7	-2	-1	-3	-2

# By substructure, the entries above containing a COOH group.
cpd	Molecule	LEDGF integ inh	Rev-erbA mod	TDP2 inh	SIAE primary	TCR CD3 inh
7	CCOc1ccc([C@@H]2CC=C(C(=O)O)[C@H](c3ccc(F)cc3)N2S(=O)(=O)c2ccc(C)cc2)cc1	1	0	4	-4	-6
8	O=C(O)c1cn(-c2ccc(F)cc2)c(=O)c2ccccc12	0	1	8	0	3

cpd	PG9 Ab binder	PRMT1 inh	HTRA1 inhibitor	rCAG binder	ABHD4 inh
7	0.7	1	-13	52*	5
8	-0.1	-2	0	-1	2

# Ordered by number of heavy atoms (lowest first): part of the list above.
cpd	Molecule	LEDGF integ inh	Rev-erbA mod	TDP2 inh	SIAE primary	TCR CD3 inh
52	Cc1ccc(C)c(NC(=O)Cn2nnc(-c3ccc(N4CCOCC4)cc3)n2)c1	1	4	-11	5	1
42	Cc1cccc2cc(CN(Cc3cccnc3)C(=O)c3ccccc3F)c(Cl)nc12	3	1	6	0	-2
43	O=c1c(-c2ccc3c(c2)OCCO3)coc2cc(OC3OC(CO)C(O)C(O)C3O)ccc12 (configuration not stated)	-3	-3	-7	-2	7

cpd	PG9 Ab binder	PRMT1 inh	HTRA1 inhibitor	rCAG binder	ABHD4 inh
52	-0.7	-2	-1	-3	-2
42	0.2	0	-15	0	5
43	-1.4	-3	-1	-1	0
